ERG-DNA inh – qHTS for Small Molecule Inhibitors of the ERG Ets/DNA interaction; Transcriptional regulator ERG (Homo sapiens), P11308; fluorescence polarization, His-ERG Ets domain / labelled DNA; 370,000 compounds, 0.028% hits; Potency, µM (top dose mostly 76.9 µM), for inactives: at the top dose FP activity, negative = inhibition, hits mostly inhibitors; active = well fitted inhibition curve with a large enough effect in the polarisation, with a control signal flat; inconclusive = small, poorly fitted or top-dose-only effect, or effect the other way, or a change in a side signal; inactive = no such curve, though single readings can be large or run the other way; the % refers to the polarisation;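 note: polarization taken with two DNA probes labelled with fluorescein and Texas red; potency is the fitted concentration of half-maximal effect; % of control where 0% means no effect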
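His-tagged ERG Ets domain (1 uM in the protein solution; 300mM KCl, 50mM Tris-HCl, 1mM EDTA, 1mM DTT, pH 7.5) received compound, then a probe mix of 5 nM fluorescein-DNA and 100nM Texas-615-DNA. Fluorescence polarization was read for both dyes.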
POLK inh – qHTS for Inhibitors of Polymerase Kappa; purified Pol kappa, fluorescent DNA synthesis assay, 10 min; Potency, µM (series often up to 107 µM), for inactives: top-dose activity, negative = inhibition, most hits filed as inhibitors; 400,000 compounds, 0.53% hits; note: potency is the fitted concentration of half-maximal effect; % is set by controls: 0 for no effect and ±100 for the full control effect
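Here, compound and 10 nM enzyme are combined for 15 min at room temperature; adding 50 nM substrate (final) starts DNA synthesis, tracked by fluorescence at 0 and 10 min against buffer-only wells.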
Anesthetic bind – qHTS Assay for Identification of Novel General Anesthetics; apoferritin/1-aminoanthracene competitive binding, fluorescence; Potency, µM (top dose mostly 77.5 µM), inactives show top-dose activity change, negative = displacement, usual class: inhibitors; 350,000 compounds, 0.074% hits; note: potency is the fitted concentration of half-maximal effect; % is set by controls: 0 for no effect and ±100 for the full control effect; nearly all actives have a fitted effect of over 20% in size
Target sequence (P02791 2-175 limits assumed): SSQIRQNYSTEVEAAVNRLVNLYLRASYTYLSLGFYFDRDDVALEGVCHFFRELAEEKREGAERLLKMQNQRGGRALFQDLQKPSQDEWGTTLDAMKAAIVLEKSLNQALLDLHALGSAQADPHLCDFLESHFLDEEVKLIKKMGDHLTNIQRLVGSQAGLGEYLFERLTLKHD
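10 uM apoferritin + 50% sat. 1-AMA, PBS; cpd 10 min RT; Ex380/Em535 endpoint; normalized to free probe vs complex; 4-param Hill fit; propofol titration as pos. ctrl.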
APE1 inh – qHTS Assay for Inhibitors of the Human Apurinic/apyrimidinic Endonuclease 1 (APE1) | recombinant APE1, TAMRA/BHQ-2 abasic DNA cleavage fluorescence | 350,000 compounds, 0.35% hits | Potency, µM (doses to about 65.8 µM), without a hit: at the top dose activity change, negative = inhibition, usual class: inhibitors;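 note: potency is the fitted concentration of half-maximal effect; plate controls were vehicle for no effect and reference inhibitor for full effect; nearly all actives have a fitted effect of over 55% in size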
Target sequence (P27695 whole entry, looked up): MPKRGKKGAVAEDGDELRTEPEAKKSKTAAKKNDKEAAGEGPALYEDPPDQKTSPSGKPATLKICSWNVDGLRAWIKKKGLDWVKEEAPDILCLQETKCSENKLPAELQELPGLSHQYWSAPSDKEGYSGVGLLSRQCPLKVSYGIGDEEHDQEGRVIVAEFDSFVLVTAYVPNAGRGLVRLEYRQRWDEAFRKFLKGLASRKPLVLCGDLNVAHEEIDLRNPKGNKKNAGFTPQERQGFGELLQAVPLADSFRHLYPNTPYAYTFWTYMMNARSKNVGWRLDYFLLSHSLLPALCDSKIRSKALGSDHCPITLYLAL
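Readout is kinetic fluorescence (ex 525, em 598 nm) from cleavage of 50 nM TAMRA/BHQ-2 THF abasic duplex by 0.75 nM APE1, compound added 15 min beforehand at RT.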
BLM inh – qHTS Assay for Inhibitors of Bloom's syndrome helicase (BLM); recombinant BLM DNA unwinding, fluorescence dequenching; Potency, µM (top dose mostly 56.1 µM), without a hit: top-dose activity change, negative = inhibition, usual class: inhibitors; 350,000 compounds, 0.2% hits; AID 2528, 2010;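 note: potency is the fitted concentration of half-maximal effect; plate controls were vehicle for no effect and no enzyme for full effect; nearly all actives have a fitted effect of over 35% in size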
Pol beta inh – qHTS Assay for Inhibitors of DNA Polymerase Beta; 340,000 compounds, 1.3% hits; AID 485314, 2010; Potency, µM (top dose mostly 114 µM), for the others: at the top dose activity change, negative = inhibition, most hits filed as inhibitors; P06746; Pol beta primer extension/strand displacement, fluorescence kinetic; note: potency is the fitted concentration of half-maximal effect; % is set by controls: 0 for no effect and ±100 for the full control effect
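Pol beta (10 nM) was preincubated with compound for 15 min at room temperature. The reaction was then started with 50 nM substrate and read immediately and after a further 10 min at room temperature.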
Pol iota inh – qHTS for Inhibitors of Polymerase Iota; DNA polymerase iota (Homo sapiens), Q9UNA4; Pol iota fluorescent replication assay, 10 min; Potency, µM (doses to about 115 µM), without a hit: top-dose activity, negative = inhibition, most hits filed as inhibitors; 390,000 compounds, 1% hits; note: potency is the fitted concentration of half-maximal effect
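Fluorescent replication assay read twice, at 0 min and 10 min after adding 50 nM (final) substrate. Enzyme (10 nM) and compounds were first incubated 15 min at room temperature; enzyme-free buffer wells were negative controls.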
TRHR agonist – qHTS for Small Molecule Agonists and Allosteric Enhancers of Human TRH Receptor: Primary Screen for Agonists. 360,000 compounds, 0.18% hits. TRHR cells, calcium flux fluo-8, FDSS agonist mode. activation, % at 2 µM; in the data active = activation above about 30%; note: 0% is about no effect
Target sequence (P34981 whole entry, looked up): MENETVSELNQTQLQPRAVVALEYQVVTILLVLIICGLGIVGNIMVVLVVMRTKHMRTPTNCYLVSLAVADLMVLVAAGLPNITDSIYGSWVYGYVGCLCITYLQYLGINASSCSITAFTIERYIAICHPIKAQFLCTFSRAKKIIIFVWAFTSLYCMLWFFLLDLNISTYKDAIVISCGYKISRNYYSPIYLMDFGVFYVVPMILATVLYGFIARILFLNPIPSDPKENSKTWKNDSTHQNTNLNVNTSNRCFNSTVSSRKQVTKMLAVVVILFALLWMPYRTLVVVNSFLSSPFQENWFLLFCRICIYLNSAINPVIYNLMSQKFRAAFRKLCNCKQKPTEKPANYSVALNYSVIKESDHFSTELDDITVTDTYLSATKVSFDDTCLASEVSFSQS
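In this calcium-flux screen, cells bearing human TRHR are dye-loaded with fluo-8, baselined for 10 cycles, then exposed to library compounds; positive kinetic calcium responses during the agonist phase mark hits, with TRH as control.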
12-LOX inh – Primary qHTS assay for inhibitors of human arachidonate 12S-lipoxygenase (ALOX12): Round 2; Polyunsaturated fatty acid lipoxygenase ALOX12 (Homo sapiens), P18054; purified 12hLO, xylenol orange hydroperoxide absorbance; Potency, µM (series often up to 108 µM), for inactives: at the top dose activity change, negative = inhibition, actives largely listed as inhibitors; 580,000 compounds, 1.1% hits; AID 1671190, 2021; note: potency is the fitted concentration of half-maximal effect; % is set by controls: 0 for no effect and ±100 for the full control effect
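Purified human 12hLO (150 nM final) in 25 mM Hepes, 0.01% Triton X-100, pH 7.0 was preincubated 15 min at room temperature with compound. Then 40 uM arachidonic acid was added, 30 min. Hydroperoxide was read by Fe-XO absorbance ratio 573/405 nm.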
Starred values were filed as active, the others as inactive; ? = inconclusive; · = not tested or not shown; & = joins results of further samples; [ ] = another dose, or the depositor's remark. Unless noted, calls come from the whole dose curve; as a rule, active = well fitted curve in the direction sought with a large enough effect; inconclusive = small, poorly fitted or top-dose-only effect, or another doubt; inactive = no such curve, though single readings can be large; an effect the other way counts as inactive or inconclusive. An excerpt; the hit share may differ from the screen's.

canonical_smiles	12-LOX inh	Pol beta inh	BLM inh	APE1 inh	Anesthetic bind	POLK inh	Pol iota inh	TRHR agonist	ERG-DNA inh
O=S(=O)(c1ccc(Cl)cc1)c1nc(-c2ccccc2Br)oc1NCc1ccccc1	-9%	-11%	-6%	·	73%[activator]	0%	24%	-0.2	5%
Cc1cc(NC(=O)c2ccccc2F)ccc1-c1nc2ccccc2s1	-29%	21%	0%	·	14%	-4%[60.1 µM]	0%	0.4	7%
COC(=O)c1ccc(C2C(Oc3ccc(OC)cc3)C(=O)N2CCc2ccc(F)cc2)cc1 (centres undefined)	0%	28%	-1%	-4%	-1%	0%	-7%	1.4	-1%
COC(=O)CCC(=O)OC1(C)C(=O)C2=CN(CCc3c[nH]c4ccccc34)C(c3ccc(OC)cc3)=CC2=C(Br)C1=O (centres undefined)	·	·	-2%[12.4 µM]	-1%[12.4 µM]	·	-2%	?	·	12%
CC[C@H](C)[C@H]1CNC(=S)N1CC1CCN(CCCCc2ccccc2)CC1	0%	·	·	·	·	9%	33%	·	7%
Cc1ccc(-n2c(=S)[nH]c3sc4c(c3c2=O)CCC4)cc1	?	4%	0%	-2%	-5%	0%	22%	0.0	-3%
Cc1ccc(NC(=O)CCCNC(=O)c2ccc(Cl)cc2)c(O)c1	8%	-22%	-1%	59%	-10%	1%	2%	-0.6	7%
COc1cc2cc(C(C)(C)O)oc(=O)c2cc1OC	-1%	·	·	14%	·	15%	44%[activator]	-0.6	4%
CC(C)(C)c1ccc(C(=O)NNC(=O)CCc2ccccc2)cc1	344%[activator]	·	·	·	·	1%	26%	·	1%
CCn1c(CCCOc2ccc(Cl)cc2Cl)nnc1SCC(=O)Nc1cccc(F)c1	-10%	43%	-3%	-2%	-14%	-20%	2%	2.4	-1%
Cn1c2ccccc2c(=O)c2cc(C#CC3(O)CCCCC3)ccc21	-6%	?	-3%	1%	2%	8%	22%	-1.6	12%
CCOC(=O)c1cc(-c2nnc(-c3ccc(Oc4ccccc4)cc3)o2)c(C)nc1C	474%[activator]	29%	-4%	9%	3%	2%	-4%	0.6	10%
N#Cc1ccc(C(=O)Nc2ccc3ccccc3c2)cc1	18%	59%	-1%	-8%	3%	-12%	36%[activator]	0.9	-6%
CCn1c(-c2c(Cl)c(C)nn2C)n[nH]c1=S	?	-10%	1%	4%	7%	-12%	9%	-0.2	2%
CC(C)(C)c1ccc(-c2nnc(-c3ccccc3NC(=O)c3cccc(C(F)(F)F)c3)o2)cc1	1%	29%	1%	·	4%	2%	11%	0.3	-10%
CCCc1cc(C(=O)N2CCC(N3CCC(C(=O)NC(C)C)CC3)CC2)n(C)n1	3%	24%	-3%	0%	-1%	-12%	27%	2.9	2%
Cc1cc(NCc2ccccn2)n2nc(C)c(-c3ccccc3)c2n1	0%	-12%	-5%	0%	-15%	-12%	-4%	-1.7	-4%
O=C(Nc1nc2cc3c(cc2s1)OCCO3)c1ccco1	-19%	0%	0%	0%	-6%	-4%	120%[activator]	0.1	-4%
CCN(CCO)Cc1csc2ccc(Cl)cc12	5%	2%	-3%	-1%	-11%	-5%	34%[activator]	-0.2	-4%
CCOc1ccccc1CN1CCNC(=O)C1CC(=O)NCc1cc(C)n(C)n1 (centres undefined)	15%	7%	-6%	37%	-16%	0%	-3%	3.6	-3%
O=C(COC(=O)c1cccnc1Cl)c1cccc(Cl)c1	-17%	27%	-2%	-2%	?	-10%	31%[activator]	-0.5	2%
CNc1nc(OCCNC(=O)Nc2ccccc2)nc(N2CCOCC2)n1	0%	-7%	-3%	8%	-3%	2%	4%	0.0	1%
O=C(CN1C(=O)CC(c2ccco2)Sc2ccccc21)Nc1ccc(OC(F)(F)F)cc1 (centres undefined)	-16%	0%	-3%	·	0%	-11%	6%	0.5	3%
O=C(O)c1cnc(-c2ccccc2)nc1Sc1cccc(Cl)c1	-3%	-19%	-4%	0%	0%	-11%	7%	-1.0	5%
COC(=O)Cc1nc2c(N)nc(N)nc2[nH]c1=O	4%	·	·	·	·	-11%	108%[activator]	·	-12%
Cc1ccc(CNC(=O)COC(=O)c2ccc(Br)cc2)cc1	-21%	10%	-6%	-2%	-6%	-7%	-13%	-0.8	·
CC1CN(C(=O)c2cc3cc(Cl)ccc3[nH]2)CC(C)O1 (centres undefined)	?	43%	0%	-7%	4%	8%	-18%	-0.8	-10%
Cc1nc(NCCc2ccccc2F)c(C#N)c(C)c1[N+](=O)[O-]	47%[activator]	-9%	-3%	1%	?	-6%	12%	0.3	-1%
CCN(C(=O)COC(=O)c1c(NC(C)=O)sc(C)c1C)C1CCS(=O)(=O)C1 (centres undefined)	-17%	38%	-14%	3%	10%	-14%	-17%	0.7	-10%
CCCc1cc(=O)oc2cc(C)cc(OC(C)C(=O)NCc3ccncc3)c12 (centres undefined)	22%&23%	0%	3%	51%[activator]	2%	-1%	21%	-0.6	-19%
Cc1ccc(NC(=O)CN(C)C(=O)CCCN2C(=O)c3ccccc3C2=O)cc1	-8%	-3%	1%	15%	-13%	1%	5%	0.4	2%
Clc1ccc(/C=N/NC(=Nc2ccccc2)c2ccccn2)c(Cl)c1	138%[activator]	18%	-5%	-1%	-18%	-6%	-23%	0.5	-6%
Cc1ccccc1Cn1c(=O)n(CCCCCC(=O)NCc2ccc3c(c2)OCO3)c(=O)c2sccc21	-7%	21%	-10%	·	-1%	14%	31%[activator]	-0.4	0%
O=C(Nc1ccccc1Cl)N1CCSc2ccccc21	10%[57.4 µM]	-1%&-7%	-3%&-6%	-2%	-12%&2%	-2%	-4%&0%	0.5&-0.6	13%&1%
CN(C)c1ncnc2c1ccn2C1OC(CO)C(O)C1O (centres undefined)	18%	·	·	·	·	-7%	8%	·	-18%
CCCC(CCC)C(=O)Oc1cc(C)[nH]c(=O)c1[N+](=O)[O-]	2%	24%	-7%	3%	-4%	3%	16%	0.1	-17%
Cc1ccc(C)c(NC(=O)CCCn2c(C)c3cnn(-c4ccccc4)c(=O)c3c2C)c1	-19%	0%	-2%	·	-23%	3%	20%	-1.2	1%
COc1ccc(CNc2ccc(C)c(C)c2)c(OC)c1OC	-6%	2%	-13%	2%	?	-16%	-16%	-0.3	-8%
O=C(CN1CCOc2ccccc21)NCc1ccc(F)cc1	39%[activator][57.4 µM]	-11%	-1%	-1%	-9%	8%	31%[activator]	-0.8	1%
C=CCC(C(=O)c1ccccc1)[N+](C)(C)CC=C (centres undefined)	-27%&-7%	-17%	-1%	0%	-2%	-20%	-7%	0.6	-6%
COCCCNC(=O)CC1C[C@H](C(=O)N2CCCCC2)[C@@]2(CCc3ccccc3)c3[nH]c4ccccc4c3CCN2C1=O (some centres undefined)	?	·	·	0%	·	-18%	-8%	·	7%
COc1ccc2[nH]cc(CCNc3ccnc(-c4ccccc4C(F)(F)F)n3)c2c1	?	·	-6%	-1%	·	2%[60.1 µM]	·	·	·
CCC1(c2ccc(C)cc2)NC(=O)N(CC(=O)Nc2cccc(S(=O)(=O)N3CCCC3)c2)C1=O (centres undefined)	0%	·	·	-19%	·	-16%	-6%	0.9	4%

Nine of the compounds above, with two lines to a compound.
Results follow in this order: 12-LOX inh, Pol beta inh, BLM inh, APE1 inh, Anesthetic bind, POLK inh, Pol iota inh, TRHR agonist, ERG-DNA inh
Clc1ccc(/C=N/NC(=Nc2ccccc2)c2ccccn2)c(Cl)c1
    138%[activator], 18%, -5%, -1%, -18%, -6%, -23%, 0.5, -6%
Cc1ccccc1Cn1c(=O)n(CCCCCC(=O)NCc2ccc3c(c2)OCO3)c(=O)c2sccc21
    -7%, 21%, -10%, ·, -1%, 14%, 31%[activator], -0.4, 0%
O=C(Nc1ccccc1Cl)N1CCSc2ccccc21
    10%[57.4 µM], -1%&-7%, -3%&-6%, -2%, -12%&2%, -2%, -4%&0%, 0.5&-0.6, 13%&1%
CN(C)c1ncnc2c1ccn2C1OC(CO)C(O)C1O (centres undefined)
    18%, ·, ·, ·, ·, -7%, 8%, ·, -18%
CCCC(CCC)C(=O)Oc1cc(C)[nH]c(=O)c1[N+](=O)[O-]
    2%, 24%, -7%, 3%, -4%, 3%, 16%, 0.1, -17%
Cc1ccc(C)c(NC(=O)CCCn2c(C)c3cnn(-c4ccccc4)c(=O)c3c2C)c1
    -19%, 0%, -2%, ·, -23%, 3%, 20%, -1.2, 1%
COc1ccc(CNc2ccc(C)c(C)c2)c(OC)c1OC
    -6%, 2%, -13%, 2%, ?, -16%, -16%, -0.3, -8%
O=C(CN1CCOc2ccccc21)NCc1ccc(F)cc1
    39%[activator][57.4 µM], -11%, -1%, -1%, -9%, 8%, 31%[activator], -0.8, 1%
C=CCC(C(=O)c1ccccc1)[N+](C)(C)CC=C (centres undefined)
    -27%&-7%, -17%, -1%, 0%, -2%, -20%, -7%, 0.6, -6%

Bioassay records as filed in PubChem.
